Screens (PubChem)
STK33 inh – inhibitors of human STK33 kinase; Q9BYT3; purified STK33, MBP phosphorylation, ADP-Glo luminescence; inhibition, % at 10 µM; 0.073% of 320,000 active;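 active means inhibition at or above 25%, using the most active replicate where run in duplicate; inactive means inhibition below 25%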
Target sequence (Q9BYT3 whole entry, looked up): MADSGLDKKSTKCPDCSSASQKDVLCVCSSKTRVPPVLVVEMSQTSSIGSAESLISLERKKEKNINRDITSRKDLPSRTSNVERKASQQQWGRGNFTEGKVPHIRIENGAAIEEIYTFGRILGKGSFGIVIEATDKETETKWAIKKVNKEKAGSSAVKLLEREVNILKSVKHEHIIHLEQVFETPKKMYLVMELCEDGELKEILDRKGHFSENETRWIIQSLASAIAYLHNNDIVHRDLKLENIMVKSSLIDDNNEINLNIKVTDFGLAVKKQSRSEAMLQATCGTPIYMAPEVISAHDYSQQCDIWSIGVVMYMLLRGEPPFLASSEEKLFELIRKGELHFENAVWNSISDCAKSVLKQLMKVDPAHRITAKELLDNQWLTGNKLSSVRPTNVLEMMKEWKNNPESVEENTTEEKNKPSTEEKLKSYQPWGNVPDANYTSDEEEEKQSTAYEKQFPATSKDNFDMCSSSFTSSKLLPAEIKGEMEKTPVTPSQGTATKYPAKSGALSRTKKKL
Kir21 block – Kir2.1 (mouse) channel inhibition. 0.85% of 310,000 active. AID 1672. B-score at 10 µM. P35561. HEK293-Kir2.1, FluxOR thallium flux fluorescence; active compounds read low;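 active means fluorescence ratio B-score at or below minus 3 SD of library scores, with starting-brightness B-score within 2 SD, cut at about -4.2 in these data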;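 further: channel flux triggered by added potassium and thallium sulfate stimulus; B-score of peak minus minimum fluorescence over baseline after thallium stimulus; more negative B-score means stronger Kir2.1 block with less thallium influx; some compounds called inactive have numbers as strong as hits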
Target sequence (P35561 whole entry, looked up): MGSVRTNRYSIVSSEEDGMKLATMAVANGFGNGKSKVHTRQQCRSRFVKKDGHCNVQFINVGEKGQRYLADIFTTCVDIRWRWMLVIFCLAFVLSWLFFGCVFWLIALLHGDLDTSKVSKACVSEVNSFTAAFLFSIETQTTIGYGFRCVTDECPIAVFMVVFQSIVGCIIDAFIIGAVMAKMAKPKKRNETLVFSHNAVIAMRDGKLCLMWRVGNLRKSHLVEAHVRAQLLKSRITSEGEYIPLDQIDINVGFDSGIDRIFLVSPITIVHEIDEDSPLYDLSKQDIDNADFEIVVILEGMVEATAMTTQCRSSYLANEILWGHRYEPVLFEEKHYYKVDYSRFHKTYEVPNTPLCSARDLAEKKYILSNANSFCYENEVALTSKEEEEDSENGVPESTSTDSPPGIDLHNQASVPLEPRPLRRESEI
An asterisk follows results filed as active; . = not tested or not shown. No enrichment for hits; 0.84% or so of the library scored in one or more.

nr	Compound	STK33 inh	Kir21 block
1	COc1cc2cc(CN(Cc3cccs3)C(=S)Nc3ccc(C)cc3)c(=O)[nH]c2cc1OC	0.5	1.67
2	CC(=O)N1CCN(c2ccc(NC(=O)c3cccc(OCc4ccccc4)c3)cc2)CC1	-1.8	0.77
3	O=C(Nc1ccc(S(=O)(=O)Nc2ncccn2)cc1)C1COc2ccccc2O1 (stereo not given)	-1.1	2.44
4	Cc1ccc2[nH]c3nc(SCCN4CCOCC4)nnc3c2c1	-0.4	-0.25
5	CCOCC(=O)N1CCN(c2ccccc2OC)CC1	0.1	1.35
6	Cc1ccc2[nH]cc(S(=O)(=O)c3ccc(C(C)C)cc3)c(=O)c2c1	-1.0	-1.58
7	CN1CCN(C(=O)c2ccc3c(=O)n(CCc4ccccc4)c(=S)[nH]c3c2)CC1	-0.9	.
8	Oc1ccc(-c2nc3ccccn3c2NCc2ccc3c(c2)OCO3)cc1	-0.8	0.61
9	O=C(COC(=O)c1cccc(Br)c1)NCCNC(=O)COC(=O)c1cccc(Br)c1	-0.4	0.72
10	CCn1c(COc2ccccc2C)nnc1SCC(=O)N1CCC(C)CC1	-0.5	-0.42
11	C[C@H](CO)NC(=O)[C@@H]1C[C@H]1[C@@H](NP(=O)(c1ccccc1)c1ccccc1)c1ccccc1	-0.7	0.48
12	CS(=O)(=O)NCc1nnc(SCc2c(F)cccc2Cl)o1	-1.1	-0.38
13	COc1cccc(C2/C(=C(\O)c3ccc4c(c3)OCCO4)C(=O)C(=O)N2CC2CCCO2)c1 (stereo not given)	-0.8	-0.1
14	O=c1cc(CSc2nc(NCc3ccccc3)c3ccccc3n2)nc2ccc(Cl)cn12	-2.2	-0.42
15	O=C(COc1ccccc1)Nc1ccccc1N1CCN(c2ccc(F)cc2)CC1	0.0	-0.28
16	CSc1cnc2c(=O)n(C)c(=O)[nH]c2n1	-2.3	1.86
17	O=C(Nc1ccccc1C(=O)NCC1CCCO1)c1ccccc1 (stereo not given)	0.1	0.96
18	Cc1ccc(NC(=O)CN2C(=O)NC3(CCc4ccccc43)C2=O)cc1S(=O)(=O)N1CCCCC1 (stereo not given)	-2.0	0.21
19	Cc1cc(C)c2[nH]c(=O)c(CN(Cc3nnnn3C3CCCC3)C3CCCCC3)cc2c1	.	0.7
20	CC(CS(=O)(=O)c1ccc2c(c1)NC(=O)CS2)C(=O)N1CCN(c2cccc(Cl)c2)CC1 (stereo not given)	-1.1	0.05
21	CC1=C(C(=O)Nc2ccc(Cl)cc2)C2(CCCCC2)C(C(N)=O)C(=S)N1 (stereo not given)	-0.1	-0.01
22	CCOC(=O)c1ccccc1NC(=O)C(C)Oc1ccccc1 (stereo not given)	0.3	-1.81
23	COc1ccc(OCC(O)CN2CCN(CC(O)COc3ccc(OC)cc3)CC2)cc1 (stereo not given)	-0.5	-0.03
24	O=C(CN1CCN(c2ncccn2)CC1)Nc1ccccc1-n1cccc1	-2.1	0.04
25	C=CCn1c(SCC(=O)Nc2ccc(F)cc2F)nc2c([nH]c3ccccc32)c1=O	-1.0	0.2
26	Cc1noc(C)c1C(=O)OCC(=O)NCCc1ccccc1	-0.5	.
27	COc1ccc(C(=S)N2CCOCC2)cc1OS(=O)(=O)c1ccccc1[N+](=O)[O-]	-0.4	0.57
28	CS(=O)(=O)N(Cc1ccccc1)c1ccc(C(=O)NCc2cccnc2)cc1	-0.6	0.53
29	COc1ccc(-c2csc(NC(=O)C3=COCCO3)n2)c(OC)c1	-0.6	0.8
30	CCOc1ccc(NC(=O)C(C)Oc2ccccc2C(=O)Nc2ccc(C)c(Cl)c2)cc1 (stereo not given)	-1.5	0.18
31	CN(c1c(C#N)c(C(F)(F)F)nn1C)N(S(C)(=O)=O)S(C)(=O)=O	-1.2	-0.09
32	CCCNC(=O)CCc1c(C)nc2c(c(C)nn2-c2ccc(C)cc2)c1C	-1.4	0
33	CCc1ccccc1N1C(=O)C2C3CC(=O)C(c4ccccc43)C2C1=O (stereo not given)	-1.2	-0.83
34	CCOC(=O)c1c(NC(=O)COc2ncnc3sccc23)sc2c1CCC2	-1.0	0.18
35	Cc1ccc(-n2ccnc2SCC(=O)O)c(C)c1	-0.1	-1.04
36	CCOc1ccc(NC(=O)CS(=O)CC(=O)Nc2cccnc2)cc1 (stereo not given)	1.6	0.12
37	O=C(Nc1cc(SCCO)cc([N+](=O)[O-])c1)c1ccco1	0.1	2.28
38	CC(OC(=O)c1ccc(S(=O)(=O)N2CCOCC2)cc1)c1ccccc1 (stereo not given)	-0.5	2.4
39	CCN(CC)CCCNC(=O)c1ccccc1C	-0.6	0.73
40	O=C(c1ccco1)N1CCN(S(=O)(=O)c2cccc([N+](=O)[O-])c2)CC1	-1.0	-0.82
41	CC(=O)c1ccc(NC(=O)C2CCCN2S(=O)(=O)c2cccc3cccnc23)cc1 (stereo not given)	-0.6	0.28
42	Cn1cc(SCC(=O)Nc2ccc3c(c2)OCCO3)c2ccccc21	0.8	0.79
43	Cc1cccc(C(=O)NCCNC(=O)c2cccnc2)c1	0.7	0.65
44	CC(C)(C)c1ccc(NC(=O)NCc2ccco2)cc1	0.0	-0.21
45	O=C(COC(=O)CCc1c[nH]c2ccccc12)Nc1ccc([N+](=O)[O-])cc1	-0.3	0.78
46	Cc1ccc(S(=O)(=O)c2c(N)n(CCC(C)C)c3nc4ccccc4nc23)cc1	-0.2	1.56
47	CC(=O)Nc1ccc(SCC(=O)c2cc(C)n(CC(F)(F)F)c2C)cc1	0.6	-1.36
48	Nc1c(NCc2ccccc2F)c(=O)[nH]c(=O)n1Cc1ccccc1	0.0	0.08
49	CC(CNC(=O)c1cc(COc2c(F)cccc2F)on1)Oc1cccnc1 (stereo not given)	-0.3	1
50	CCN(c1ccccc1)S(=O)(=O)c1csc(C(N)=O)c1	-0.8	0.27
51	CCCCOc1ccc(N(CC(=O)NC2CCCCC2)C(=O)c2snc(C(N)=O)c2N)cc1	-1.3	0.08
52	C=CCSc1nnc(NC(=O)Cn2cnc3c2c(=O)n(C)c(=O)n3C)s1	-0.5	-0.99
53	CC(OC(=O)c1ccccc1NCCO)C(=O)Nc1ccnn1C(C)C (stereo not given)	-0.1	.
54	COc1ccc(NC(=O)CN(C)C(=O)c2ccc(NS(=O)(=O)c3ccc(C)c([N+](=O)[O-])c3)cc2)cc1	0.1	1.97
55	O=[N+]([O-])c1ccc(NC(=S)N2CCc3ccccc3C2)cc1	-0.4	-0.7
56	CC(C)CN(C(=O)COC(=O)CNC(=O)c1ccc(Cl)cc1)C1CCS(=O)(=O)C1 (stereo not given)	-3.4	0.61
57	Cc1ccccc1-n1c(C)cc(/C=C(\C#N)C(=O)NCC2CCCO2)c1C (stereo not given)	-1.2	1.88
58	COc1ccc(/C(C#N)=C/c2ccccn2)cc1	-0.7	-2.86
59	Cc1cccc(N2CCN(C(=O)c3cc(C)oc3C)CC2C)c1 (stereo not given)	-0.9	0.05
60	CC(C)CC(c1nnnn1C(C)(C)C)N1CCN(Cc2ccccc2)CC1 (stereo not given)	-1.6	0.3

(next part)
nr	Compound	STK33 inh	Kir21 block
61	COc1ccc(-n2c(SCc3nnc(-c4ccccc4)o3)nnc2-c2ccccc2)cc1	1.1	0.75
62	CC(C)CC(=O)N1CCN(S(=O)(=O)c2ccc(F)cc2)CC1	0.5	-0.69
63	COc1ccc(-c2cc(-c3ccc(O)cc3)nc(N)c2C#N)cc1	0.7	-1.62
64	O=C(NCCS(=O)(=O)NCc1cccnc1)c1ccccc1	-0.4	-0.52
65	O=C(Nc1nc2nccc(-c3ccccc3)n2n1)C(Cl)(Cl)Cl	-0.1	-0.01
66	COc1cccc(OC)c1C(=O)N1CCN=C1SCc1cccnc1	-0.1	0.89
67	CC1(C)CC(=O)C2=C(C1)Nc1ccccc1NC2c1ccc(F)c(F)c1 (stereo not given)	-1.6	1.65
68	CCOC(=O)c1ccc2c(c1)nc(SC(C)C(=O)NCC1CCCO1)n2CC (stereo not given)	0.9	.
69	O=C(CNC(=O)c1ccc(Br)o1)Nc1ccccc1	-2.1	-0.93
70	Cc1cccc(NS(=O)(=O)c2cc(C(=O)N3CCOCC3)ccc2Cl)c1	0.2	-1.14
71	CCCCn1c(-c2ccco2)nc2ccccc2c1=O	-1.6	.
72	COc1ccc(CC(=O)Nc2ccc(-c3nnc(-c4ccccc4)o3)cc2)cc1	-0.8	.
73	COc1ccc(OC)c(S(=O)(=O)Nc2c(F)cccc2F)c1	-1.4	-0.31
74	CCOc1cccc(OCCCCN2CCCCC2)c1	-0.7	-1.84
75	CCC(C)[C@@H](CN)NCC1(c2ccccc2)CC1 (stereo not given in full)	-0.4	.
76	Cc1ccc(S(=O)(=O)C(C#N)c2nc3ccccc3nc2OC(C)C)cc1 (stereo not given)	1.1	1.73
77	Cc1ccccc1-c1nc(CN2CCC(C(=O)O)CC2)c(C)o1	-0.9	-0.11
78	COc1ccc(/C(C)=N/NC(=O)c2ccc(CSc3cccc4cccnc34)cc2)cc1OC	0.8	0.52
79	CCC(=O)N1c2ccc(S(=O)(=O)CCC(=O)Nc3ccc(OC)cc3OC)cc2CC1C (stereo not given)	10.9	0.1
80	COC(=O)[C@H](C)NC(=O)NC1CCCc2ccccc21 (stereo not given in full)	-0.2	0.5

An excerpt from above in order of molecular weight, smallest number first:
nr	Compound	STK33 inh	Kir21 block
75	CCC(C)[C@@H](CN)NCC1(c2ccccc2)CC1 (stereo not given in full)	-0.4	.
77	Cc1ccccc1-c1nc(CN2CCC(C(=O)O)CC2)c(C)o1	-0.9	-0.11
72	COc1ccc(CC(=O)Nc2ccc(-c3nnc(-c4ccccc4)o3)cc2)cc1	-0.8	.

Remaining list, next part
nr	Compound	STK33 inh	Kir21 block
81	Cc1cccc(C)c1NC(=O)NCCCN1CCN(c2ccccc2)CC1	-0.7	0.21
82	Fc1ccccc1SCc1nnc(-c2ccccc2Br)o1	0.0	-0.87
83	CCc1ccc(N2C(=O)C(Cl)=C(N3CCCCCC3)C2=O)cc1	-1.7	0.23
84	CCCc1nnc(NC(=O)CCC(=O)N2CCCCC2CC)s1 (stereo not given)	-0.2	-0.56
85	COCCNC(=O)CN(c1cc(Cl)ccc1OC)S(=O)(=O)c1ccc(C)c([N+](=O)[O-])c1	-0.9	-1.64
86	COc1cc(C(=O)N/N=C/c2sc(=O)n(-c3ccccc3)c2Cl)cc(OC)c1OC	-1.1	0.04
87	CN(C)Cc1c(C(=O)N/N=C/c2ccccc2OCc2c(F)cccc2Cl)nnn1-c1nonc1N	-2.2	-1.54
88	Cc1cc(C)c(C(=O)Nn2c(C)nc3ccccc3c2=O)cc1C	-1.6	-0.04
89	CSc1nc(N)n2nc(C(C)(C)C)cc2n1	1.0	0
90	CCOC(=O)N1CCC(Nc2ccc(N3C(=O)C4CCCCC4C3=O)cc2[N+](=O)[O-])CC1 (stereo not given)	-0.5	1.13
91	COc1ccc(C(=O)N2CCC(N3CCN(c4ccccc4)CC3)CC2)cc1OC	-1.2	0.73
92	Nc1ccc(Nc2ccccc2)c(Cl)c1	-1.4	-0.03
93	CSCCC(NC(=O)c1ccco1)C(=O)Nc1cc(C)ccn1 (stereo not given)	.	-0.34
94	CC(=O)c1cccc(NC(=O)c2ccc(N(Cc3ccc(C)cc3)S(C)(=O)=O)cc2)c1	.	1.1
95	CCOc1ccc(Cc2noc3c2C(=O)CCC3)cc1OCC	0.0	-0.65
96	CCc1ccc(C2C(C#N)=C(N)SC(N)=C2C#N)s1	1.2	0.27
97	C/C(=N\NC(=O)c1nnn(-c2nonc2N)c1CN1CCc2ccccc21)c1ccccc1O	-0.4	-0.18
98	O=C(Nc1cc(C(F)(F)F)ccc1N1CCOCC1)C1CC1	0.5	.
99	O=C(O)C1(P(=O)(c2ccccc2)c2ccccc2)CCCC1	-0.8	-0.98
100	COC(=O)Cn1c(CN(Cc2ccccc2)Cc2ccccc2)nc2c1c(=O)[nH]c(=O)n2C	-1.3	-0.84
101	COc1ccc(-c2ccc(=O)n(CC(=O)NC3CCc4ccccc43)n2)cc1OC (stereo not given)	-1.9	-0.6
102	O=S(=O)(N1CCCCCC1)N1CCN(S(=O)(=O)N2CCOCC2)CC1	1.0	2.16
103	O=C(c1ccc(OC2CCN(CCc3ccccc3)CC2)cc1)N1CCCCC1CCCO (stereo not given)	-0.7	0.55
104	COc1ccc(-c2ccccc2)cc1NCc1ccccc1C	-2.3	-1.01
105	Cc1ccc(C(=O)Cn2cc([N+](=O)[O-])nc2C)cc1	2.2	-1.29
106	Nc1nc(SCC(=O)Nc2cc(-c3ccccc3)nn2-c2ccccc2)n[nH]1	15.5	1.61
107	Cc1ccc(NC(=O)NCc2cccn2C)cc1C	0.7	-0.69
108	CC(C)c1ccc(-c2cc(C(=O)N3CCOCC3)c3cc(Br)ccc3n2)cc1	0.4	-0.56
109	CC(=O)NC1=C(NC2CCS(=O)(=O)C2)C(=O)c2ccccc2C1=O (stereo not given)	-1.4	-1.51
110	Cc1ccc(C(=O)NCCNC(=O)c2ccco2)cn1	-0.8	-1.4
111	O=C(CCc1ccccc1)Nc1ccc(S(=O)(=O)NC2=NCCCCC2)cc1	-2.7	.

Part of the list above, with values under each structure:
Values run as follows: STK33 inh	Kir21 block
101) COc1ccc(-c2ccc(=O)n(CC(=O)NC3CCc4ccccc43)n2)cc1OC (stereo not given)
    -1.9	-0.6
102) O=S(=O)(N1CCCCCC1)N1CCN(S(=O)(=O)N2CCOCC2)CC1
    1.0	2.16
103) O=C(c1ccc(OC2CCN(CCc3ccccc3)CC2)cc1)N1CCCCC1CCCO (stereo not given)
    -0.7	0.55
104) COc1ccc(-c2ccccc2)cc1NCc1ccccc1C
    -2.3	-1.01
105) Cc1ccc(C(=O)Cn2cc([N+](=O)[O-])nc2C)cc1
    2.2	-1.29
